# All columns: NCI-60 one-dose screen, growth in % after 48 h at 10 µM unless noted; 100 = growth as untreated, 0 = no growth, -100 = all killed.
# HCT-116 – HCT-116 colon cancer | 7.3% of 82,000 active | AID 1794798
# HCC-2998 – HCC-2998 colon cancer; 4.7% of 79,000 active
# SF-295 – SF-295 CNS cancer cells; AID 1794758; 5.6% of 79,000 active
# HCT-15 – HCT-15 colon cancer; 5.2% of 82,000 active; AID 1794746
# KM12 – KM12 colon cancer cells; 5% of 82,000 active; AID 1794800
# SNB-19 – SNB-19 CNS cancer cells; 2.5% of 81,000 active; AID 1794751
# SF-539 – SF-539 CNS cancer. 6.8% of 81,000 active
# SNB-75 – SNB-75 CNS cancer | 5% of 79,000 active
# SW-620 – SW-620 colon cancer; 5.2% of 82,000 active; AID 1794795
# An asterisk follows results filed as active; . = no result given. Rule for the calls: active = growth percent below 10; inactive = the rest.
# Letter code: A = HCT-116; B = HCC-2998; C = SF-295; D = HCT-15; E = KM12; F = SNB-19; G = SF-539; H = SNB-75; I = SW-620
COc1cccc2c(=O)c3c(sc12)c(N1CCNCC1)nc1ccccc13
  A = -52*; B = 11; C = 102; D = 37; E = 46; F = 80; G = 70; H = 79; I = -39*

O=S(=O)(SC1=NCCN1)c1ccccc1
  A = 104; B = 106; C = 107; D = 108; E = 97; F = 100; G = 103; H = 86; I = 105

Cn1c(=O)c2nc3c(=O)n(C)c(=O)n(C)c3nc2n(C)c1=O
  A = 92; B = .; C = 107; D = 109; E = 109; F = 92; G = 92; H = 92; I = 100

CCOC(=O)N1CCC(N=C2CSc3nnc(-c4cc(C(F)(F)F)cc(C(F)(F)F)c4)n3N2)CC1
  A = -11*; B = .; C = 33; D = 25; E = 35; F = 58; G = 18; H = .; I = 36

N#Cc1c(-c2ccc(Cl)cc2Cl)c2c(N)nn(-c3ccccc3)c2[nH]c1=O
  A = 101; B = 106; C = 104; D = 102; E = 100; F = 100; G = 92; H = 87; I = 96

O=c1c2nc(-c3ccccc3)oc2nc2nc(-c3ccccc3)[nH]n12
  A = 98; B = 101; C = 104; D = 102; E = 108; F = 92; G = 114; H = .; I = 99

Cc1ccc(C(=O)N/N=C/c2ccc3c(c2)OCO3)cc1
  A = 92; B = 96; C = 115; D = 92; E = 82; F = 97; G = 103; H = 96; I = 106

CCc1ccc(-c2ccc(-n3nc(C)c(C#N)c3N)cc2)cc1
  A = 84; B = 96; C = 91; D = 80; E = 92; F = 98; G = 94; H = 108; I = 95

O=C1N=C(C=c2ccc(=Cc3[nH]c(=O)[nH]c3O)cc2)C(=O)N1
  A = 102; B = 116; C = 115; D = 98; E = 103; F = 94; G = 104; H = 92; I = 102

C=C(Cl)CSc1ncnc2nc[nH]c12
  A = 101; B = 106; C = 112; D = 113; E = 119; F = 101; G = 93; H = 97; I = 103

# Letter code: A = HCT-116; B = HCC-2998; C = SF-295; D = HCT-15; E = KM12; F = SNB-19; G = SF-539; H = SNB-75; I = SW-620
Cc1ccc2c(c1)sc(-c1ccc(N(C)C)cc1)[n+]2C
  A = -8.7*; B = 2.5*; C = -5.7*; D = 69; E = 5.1*; F = 16; G = 12; H = 14; I = 12

O=C(NNc1ncnc2ccccc12)Nc1ccccc1
  A = 104; B = 118; C = 100; D = 103; E = 102; F = 102; G = 97; H = 93; I = 98

Fc1ccc2[nH]cc(-c3nn4cc(-c5cccnc5)nc4s3)c2c1
  A = 96; B = 105; C = 94; D = 65; E = 84; F = 85; G = 85; H = 89; I = 88

COc1cc(C2=NNC(c3ccc(Oc4ccc(Cl)cc4)cc3)C2)cc(OC)c1OC (stereo not given)
  A = 90; B = 101; C = 89; D = 94; E = 96; F = 89; G = 100; H = 92; I = 96

O=C(Nc1nc(-c2ccccc2Cl)cs1)c1cc(-c2ccc(Cl)cc2)nc2ccc(Cl)cc12
  A = 6.8*; B = 91; C = 89; D = 8.9*; E = 12; F = 39; G = -5.3*; H = 21; I = 27

Cc1ccc(CNc2ncnc3[nH]ncc23)cc1
  A = 107; B = 111; C = 93; D = 106; E = 93; F = 102; G = 104; H = 102; I = 95

CC1CN(S(=O)(=O)c2oc(-c3ccc(Cl)cc3)nc2C#N)CC(C)O1 (stereo not given)
  A = -53*; B = 105; C = 98; D = -27*; E = 100; F = 98; G = 61; H = 91; I = -66*

COc1c2c(cc3c1C(CCc1ccccc1)N(C)CC3)OCO2 (stereo not given)
  A = 3.1*; B = -31*; C = -70*; D = 9.6*; E = -28*; F = 8.5*; G = -40*; H = -1.4*; I = 1.5*

CN(C)c1ccc(/C=N/N=C(\C#N)[S][Sn]([Cl])([c]2ccccc2)[c]2ccccc2)cc1
  A = -59*; B = 64; C = 107; D = -31*; E = 63; F = 90; G = -16*; H = 8.4*; I = -52*

N[C@@H](Cc1ccccc1)[C@@H](O)C(=O)O
  A = 101; B = 104; C = 96; D = 98; E = 104; F = 99; G = 90; H = 114; I = 114

# Brought forward from above: 2 entries, then new ones.
# Letter code: A = HCT-116; B = HCC-2998; C = SF-295; D = HCT-15; E = KM12; F = SNB-19; G = SF-539; H = SNB-75; I = SW-620
CN(C)c1ccc(/C=N/N=C(\C#N)[S][Sn]([Cl])([c]2ccccc2)[c]2ccccc2)cc1
  A = -59*; B = 64; C = 107; D = -31*; E = 63; F = 90; G = -16*; H = 8.4*; I = -52*

N[C@@H](Cc1ccccc1)[C@@H](O)C(=O)O
  A = 101; B = 104; C = 96; D = 98; E = 104; F = 99; G = 90; H = 114; I = 114

COc1ccc(N)cc1C(=O)Nc1cccc(-c2cc(=O)c3c(OC)c(OC)c(OC)cc3o2)c1
  A = 65; B = 55; C = 64; D = 45; E = 64; F = 77; G = 64; H = 93; I = 91

O=c1[nH]nc(-c2cc(-c3ccccc3)nc3ccccc23)o1
  A = 97; B = 93; C = 81; D = 88; E = 98; F = 88; G = 106; H = 87; I = 109

COc1ccc(S(=O)(=O)NCCCNc2cc(-c3cn(C(C)(C)C)nc3-c3ccccc3)ccn2)cc1
  A = 54; B = 70; C = 66; D = 46; E = 73; F = 84; G = 59; H = 73; I = 72

COc1ccc(-n2c(SCC(=O)Nc3ccc(S(=O)(=O)Nc4nccs4)cc3)nc3ccccc3c2=O)cc1
  A = 80; B = 91; C = 77; D = 72; E = 89; F = 90; G = 90; H = 63; I = 82

O=C(Nc1ccccc1)Nc1cc2ccccc2c2ccccc12
  A = 106; B = 108; C = 110; D = 113; E = 110; F = 107; G = 104; H = 99; I = 111

CSc1nncc(-c2ccccc2)n1
  A = 94; B = 102; C = 127; D = 102; E = 103; F = 91; G = 107; H = 89; I = 99

O=C1NN(c2ccccc2)C(c2ccc(Cl)c(Cl)c2)N2CCC[C@@H]12 (stereo not given in full)
  A = 93; B = 82; C = 78; D = 72; E = 77; F = 95; G = 97; H = 87; I = 75

CCCCCCCCC(C)(O)CC (stereo not given)
  A = 104; B = 103; C = 83; D = 91; E = 104; F = 101; G = 100; H = 77; I = 118

Clc1nc2ccccc2cc1Cn1nnnc1SCc1ccccc1
  A = 74; B = 104; C = 65; D = 86; E = 90; F = 93; G = 91; H = 90; I = 92

Cc1ccc(C)c(-c2csc(Nc3ccc(C)c(C)c3)n2)c1
  A = 3.3*; B = 28; C = -80*; D = 12; E = 60; F = 84; G = 25; H = 34; I = -33*

# Letter code: A = HCT-116; B = HCC-2998; C = SF-295; D = HCT-15; E = KM12; F = SNB-19; G = SF-539; H = SNB-75; I = SW-620
Nc1nc2c(c3ncncc13)C(c1cccc(C(F)(F)F)c1)Cc1ncncc1-2 (stereo not given)
  A = 18; B = 64; C = 12; D = 27; E = 29; F = 34; G = -27*; H = 8.3*; I = 29

C=CCSC1=NC2C(N(C)C(=O)N2C)N1/N=C/C=C/c1ccccc1OC (stereo not given)
  A = 104; B = 100; C = 98; D = 90; E = 93; F = 91; G = 89; H = 125; I = 114

Cn1c(=O)c2c(nc(Cc3ccccc3)n2CCO)n(C)c1=O
  A = 106; B = 111; C = 103; D = 100; E = 102; F = .; G = 105; H = 103; I = 98

COC(=O)/C=C/c1cc(O)c2oc(-c3ccc(O)c(O)c3)c(C(=O)OC)c2c1
  A = 24; B = 47; C = -11*; D = 14; E = 14; F = 32; G = 2.8*; H = 7.7*; I = 15

O=S(=O)(OCC(O)C(O)C(O)C(O)COS(=O)(=O)c1ccccc1)c1ccccc1 (stereo not given)
  A = 101; B = 103; C = 101; D = 103; E = 99; F = 107; G = 98; H = 92; I = 99

O=C(Cc1ccc2c(c1)CN(C1CCC(=O)NC1=O)C2=O)NCCc1ccccc1 (stereo not given)
  A = 71; B = -11*; C = 17; D = -0.7*; E = 6.2*; F = 16; G = 29; H = 2.0*; I = 11

CN(C)CCN(/N=C\c1ccc([N+](=O)[O-])o1)C(N)=O
  A = 110; B = 108; C = 105; D = 99; E = 99; F = 101; G = 102; H = 112; I = 105

CC(c1ccccc1)C1(O)CCCC1 (stereo not given)
  A = 97; B = 98; C = 105; D = 104; E = 95; F = 111; G = 101; H = 84; I = 110

Nc1ncnc(N)c1NC(=O)c1ccc(OCc2ccccc2)cc1
  A = 111; B = 115; C = 103; D = 99; E = 104; F = 103; G = 96; H = 110; I = 98

COc1cccc(-c2nn(-c3ccccc3)cc2-c2ccnc(NCCNS(=O)(=O)c3ccc(F)cc3)c2)c1
  A = 40; B = 48; C = 42; D = 35; E = 33; F = 60; G = 93; H = 77; I = 76

O=C(O)c1cc(N=Nc2ccc(-c3ccc(N=Nc4c(S(=O)(=O)O)cc5ccc(Nc6ccccc6)cc5c4O)cc3)cc2)ccc1O
  A = 105; B = 90; C = 100; D = 100; E = 100; F = 102; G = 108; H = 85; I = 102

CCOC(=O)CCCS(C)(=O)=O
  A = 110; B = 91; C = 117; D = 104; E = 108; F = 100; G = 98; H = 86; I = 105

CCCCCCCCCCCCCCCCN=Cc1cc(Cl)ccc1O
  A = 86; B = 102; C = 109; D = 98; E = 100; F = 99; G = 108; H = 81; I = 90

# Some values from the list:
# CCCCCCCCCCCCCCCCN=Cc1cc(Cl)ccc1O | SW-620 = 90
# Cc1ccc2c(c1)sc(-c1ccc(N(C)C)cc1)[n+]2C | SNB-75 = 14
# C=CCSC1=NC2C(N(C)C(=O)N2C)N1/N=C/C=C/c1ccccc1OC (stereo not given) | HCT-15 = 90

# Of the compounds above, these have a CF3 group.
# Letter code: A = HCT-116; B = HCC-2998; C = SF-295; D = HCT-15; E = KM12; F = SNB-19; G = SF-539; H = SNB-75; I = SW-620
CCOC(=O)N1CCC(N=C2CSc3nnc(-c4cc(C(F)(F)F)cc(C(F)(F)F)c4)n3N2)CC1
  A = -11*; B = .; C = 33; D = 25; E = 35; F = 58; G = 18; H = .; I = 36

Nc1nc2c(c3ncncc13)C(c1cccc(C(F)(F)F)c1)Cc1ncncc1-2 (stereo not given)
  A = 18; B = 64; C = 12; D = 27; E = 29; F = 34; G = -27*; H = 8.3*; I = 29

# From PubChem
